WT yeast gro inh: growth inhibition of WT yeast, mitochondrial fusion screen | mitochondrial fusion phenotypic screen, WT strain | inhibition, % at 10 µM | hit rate 2.1% among 190,000 | AID 1362; in the data active = inhibition above about 58%; tested in S. cerevisiae
XIAP antagonists: XIAP antagonists, biochemical, IAP family, fluorescence polarization (AID 1018) | XIAP BIR domain, fluorescence polarization peptide displacement; higher % means a stronger effect | displacement, % at 20 µM, or IC50 in µM where a hit was titrated | hit rate 0.007% among 200,000; in the data active = displacement above about 50%; also: a part of the inactive calls stands beside numbers as strong as those of hits
Myeloid diff MLP: compounds promoting myeloid differentiation; ER-HoxA9 myeloid progenitors, lysozyme-GFP differentiation, flow cytometry; hit rate 1% among 360,000; calls only at 10 µM;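 active = normalized GFP-positive differentiation at or above the plate's own cutoff, the solvent-only control mean plus 3 SD; inconclusive = no clear call, values can overlap the other calls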;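 also: cells exposed to compound for four days before flow analysis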
Siah-1 displacement: Siah-1 peptide-binding antagonists, primary screen, biochemical, fluorescence polarization, rhodamine-plectin, uHTS (AID 1817); hit rate 0.02% among 290,000; displacement, % at 20 µM, or IC50 in µM where a hit was titrated; Siah-1 / rhodamine-plectin peptide fluorescence polarization; higher % means a stronger effect;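 active = displacement of at least 50% at 20 µM, with a fluorescence ratio check between 0.3 and a set limit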;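 also: plate controls were Siah plus tracer with DMSO for no effect and tracer alone without Siah for full effect; strong numbers were not always called active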
PMI inhibition: human PMI inhibitors, high substrate, primary screen, biochemical, fluorescence intensity, high mannose 6-phosphate (AID 1220); recombinant PMI enzyme, coupled fluorescence intensity; higher % means a stronger effect; inhibition, % at 20 µM; hits with a dose series show IC50 in µM; hit rate 0.66% among 190,000
RSV antiviral HEp-2: RSV antiviral activity via CPE protection, HEp-2 cells, primary 10 µM value included (AID 2391). hit rate 0.13% among 310,000. HEp-2 cells, RSV-induced CPE inhibition; higher % means a stronger effect. CPE inhibition, % at 10 µM, or IC50 in µM where a hit was titrated; in the data active = a potency from the dose series; inconclusive = CPE inhibition mostly from about 23% at the one dose, without a potency; inactive = the rest, 99 in 100 with CPE inhibition below about 21%; also: strong numbers were not always called active
PhoP inhibition: PhoP-dependent GFP reporter repression – Salmonella Typhimurium, primary screen (AID 1863); S. Typhimurium PhoP-regulated promoter GFP reporter, 4 h; higher % means a stronger effect; hit rate 0.16% among 300,000; inhibition, % at 50 µM; hits with a dose series show IC50 in µM;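 active = inhibition over 29.93%, a cutoff 3 SD above the screen mean, later confirmed by dose response; inconclusive = inhibition over 29.93% but no dose response follow-up; inactive = inhibition at most 29.93% or unconfirmed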;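 also: 0% = low Mg2+ inducing control and 100% = high Mg2+ repressing control; strong numbers were not always called active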
TNAP activators: stimulation of alkaline phosphatase TNAP activity – biochemical, luminescent, no phosphate acceptor, uHTS, primary screen (AID 1001). purified TNAP, luminescent activation assay, no phosphate acceptor; higher activation fold means a stronger effect. activation fold at 20 µM, or EC50 in µM where a hit was titrated. hit rate 0.03% among 200,000; in the data active = activation fold from about 3, or a potency from the dose series; inactive = the rest, 99 in 100 with activation fold below about 1.6; also: many of its hits are not listed in these tables
human PMI inhibition: inhibitors of human PMI, primary screen, biochemical, fluorescence intensity, coupled assay (AID 1209). purified PMI enzyme, coupled fluorescence intensity; higher % means a stronger effect. hit rate 0.42% among 190,000. inhibition, % at 20 µM; hits with a dose series show IC50 in µM;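 also: plate controls were DMSO vehicle for no effect and wells lacking substrate for full effect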
WT yeast gro inh mutant strain: further read-out of WT yeast gro inh, marked with its call; inhibition, %; mitochondrial fusion phenotypic screen, mutant strain inhibition
Myeloid diff MLP GFP+ MAC1+ %: recorded beside Myeloid diff MLP, whose call it bears; GFP+ MAC1+ double positive, %; measured here: differentiation confirmed by MAC1 staining
The depositor's hits bear a star; i = inactive; ? = inconclusive; . = no result given; + = active, no number. Rule as the data show it, unless noted: active = inhibition above about 50%; inactive = the rest. An unsorted share of the library; any-hit rate near 3.1%.

SMILES	WT yeast gro inh	WT yeast gro inh mutant strain	XIAP antagonists	Myeloid diff MLP	Myeloid diff MLP GFP+ MAC1+ %	Siah-1 displacement	PMI inhibition	RSV antiviral HEp-2	PhoP inhibition	TNAP activators	human PMI inhibition
O=C1/C(=C/c2ccncc2)SC(=S)N1C1CCCCC1	8	6	-3.6%	i	1.0	0%	-4%	0.9%	18%	1.1	0%
O=C1CCC(C(=O)Nc2ccccc2N2CCOCC2)=NN1	.	.	.	i	0.6	6%	.	-1.7%	-1%	.	.
CSc1ccc(NS(=O)(=O)c2ccc(-n3cnnn3)cc2)cc1	.	.	.	i	0.0	3%	.	12%	-4%	.	.
CCN(CC)c1ccc(C(=O)N/N=C(\C)c2cccc(OC)c2)cc1	4	12	-1.4%	i	0.5	0%	1%	5.8%	1%	1.2	0%
COc1ccc(S(=O)(=O)Nc2c(C(=O)O)[nH]c3ccc(OC)cc23)c(OC)c1	.	.	.	i	4.6	-2%	.	1.0%	3%	.	.
COc1ccc(C(=O)Nc2ccc(C(=O)NCCc3ccccc3)cc2)cc1	-4	-4	-6.9%	i	0.2	18%	18%	0.1%	3%	1.2	16%
CCN(CC)C(=O)c1ccc(CS(=O)(=O)c2ccc(OC)cc2)o1	15	8	-3.9%	i	2.8	-6%	-20%	-0.2%	1%	1.1	-19%
CCn1c(N2CCN(S(=O)(=O)c3ccc(OC)cc3)CC2)nc2ccccc21	.	.	.	i	0.5	13%	.	1.0%	-5%	.	.
COc1ccc(OC)c(C(=O)N(C)C2CCCN(Cc3ccccc3F)C2)c1 (stereo unspecified)	.	.	.	i	0.6	2%	.	4.1%	-5%	.	.
Cc1cccc(Cn2nc(C)cc2NC(=O)Cn2cc([N+](=O)[O-])cn2)c1	-16	-12	-2.9%	i	0.2	5%	9%	1.4%	-5%	1.1	-7%
Cc1ccccc1NC(=S)NC1CC2CCC(C1)N2Cc1ccco1 (stereo unspecified)	9	2	-0.4%	i	1.6	17%	0%	-1.8%	4%	1.1	-1%
O=S(=O)(NCCc1ccccc1)c1cccs1	.	.	.	i	5.2	7%	.	1.4%	5%	.	.
O=c1ccc(-c2ccc(S(=O)(=O)Nc3ccccc3)o2)n[nH]1	.	.	.	?	.	8%	.	0.8%	-8%	.	.
CCOc1ccc(-n2c(SC)nc3c(c2=O)SCC3)cc1	2	-10	-5.9%	i	0.5	-1%	4%	1.1%	-8%	1	12%
CC1CCCC(N2CCN(C(=O)c3cccc(F)c3)CC2)C1 (stereo unspecified)	-5	-9	-0.4%	.	.	6%	-5%	1.3%	-4%	1.2	0%
CCOC(=O)NC(c1cccc(Cl)c1)C1CCCCCC1=O (stereo unspecified)	-5	-9	-9.6%	i	1.3	-1%	-13%	0.3%	15%	0.8	-5%
COc1ccc(NC(=O)c2cc3n(n2)C(C(F)(F)F)CC(c2ccco2)N3)cc1 (stereo unspecified)	1	5	-2.9%	i	0.5	-5%	9%	0.8%	-8%	1	8%
C=C(C)CSc1nc(N)cc(=O)[nH]1	-11	3	-13%	i	1.7	1%	6%	2.0%	9%	1.1	6%
Cc1cc(NC(=O)CN2C(=O)[C@@H]3[C@H](C2=O)[C@@H]2C[C@H]3C(Br)C2Br)no1 (stereo partly specified)	.	.	.	i	1.1	13%	.	2.0%	-7%	.	.
COc1ccc(-c2c(C)nn(-c3ccccc3)c2NC(C)=O)cc1OC	.	.	.	i	0.5	7%	.	0.4%	-3%	.	.
O=[N+]([O-])c1cccnc1Oc1ccccc1F	.	.	.	i	0.4	-2%	.	0.7%	4%	.	.
CN(Cc1nc(-c2cnccn2)no1)CC1CCN(Cc2ccccc2)CC1	-4	-10	-2.9%	i	0.3	0%	4%	0.6%	-4%	1	3%
Cc1ccc(C)c(NC(=O)C2CC3CCC2C3)c1 (stereo unspecified)	.	.	.	i	0.7	-1%	.	3.1%	-5%	.	.
COc1cc(C(=O)Nc2scc(-c3ccc(C)cc3)c2C(=O)O)cc(OC)c1OC	.	.	.	i	0.9	0%	.	4.9%	-14%	.	.
C=CCn1c(Oc2ccc(C=O)cc2OCC)nc2c1c(=O)n(C)c(=O)n2C	.	.	.	i	0.8	0%	.	0.5%	-3%	.	.
O=C(N/C(=C/c1ccc(Cl)cc1)C(=O)N1CCOCC1)c1ccccc1	.	.	.	i	1.3	0%	.	-0.6%	-6%	.	.
COc1cc(C(=O)N/N=C/c2ccsc2C)cc(OC)c1OC	0	18	-5.4%	.	.	-4%	4%	6.9%	-12%	1.1	4%
COc1ccc(CNC(=O)C(=O)NC2CC(C)(C)NC(C)(C)C2)cc1	14	10	-4.6%	i	0.4	-1%	-1%	0.7%	-6%	1	-7%
COc1ccc(-c2cn(-c3ccc(C)c(C)c3)c(=S)[nH]2)cc1OC	.	.	.	i	1.4	-8%	.	0.3%	-7%	.	.
O=S(=O)(NCCS(=O)(=O)N1CCN(c2ccccc2)CC1)c1ccccc1	.	.	.	?	.	-1%	.	2.4%	6%	.	.

Some of these compounds in order of heavy-atom count, lowest first.
SMILES	WT yeast gro inh	WT yeast gro inh mutant strain	XIAP antagonists	Myeloid diff MLP	Myeloid diff MLP GFP+ MAC1+ %	Siah-1 displacement	PMI inhibition	RSV antiviral HEp-2	PhoP inhibition	TNAP activators	human PMI inhibition
C=C(C)CSc1nc(N)cc(=O)[nH]1	-11	3	-13%	i	1.7	1%	6%	2.0%	9%	1.1	6%
O=[N+]([O-])c1cccnc1Oc1ccccc1F	.	.	.	i	0.4	-2%	.	0.7%	4%	.	.
Cc1ccc(C)c(NC(=O)C2CC3CCC2C3)c1 (stereo unspecified)	.	.	.	i	0.7	-1%	.	3.1%	-5%	.	.
COc1cc(C(=O)N/N=C/c2ccsc2C)cc(OC)c1OC	0	18	-5.4%	.	.	-4%	4%	6.9%	-12%	1.1	4%
Cc1cc(NC(=O)CN2C(=O)[C@@H]3[C@H](C2=O)[C@@H]2C[C@H]3C(Br)C2Br)no1 (stereo partly specified)	.	.	.	i	1.1	13%	.	2.0%	-7%	.	.
COc1ccc(CNC(=O)C(=O)NC2CC(C)(C)NC(C)(C)C2)cc1	14	10	-4.6%	i	0.4	-1%	-1%	0.7%	-6%	1	-7%
COc1ccc(-c2c(C)nn(-c3ccccc3)c2NC(C)=O)cc1OC	.	.	.	i	0.5	7%	.	0.4%	-3%	.	.
O=S(=O)(NCCS(=O)(=O)N1CCN(c2ccccc2)CC1)c1ccccc1	.	.	.	?	.	-1%	.	2.4%	6%	.	.
C=CCn1c(Oc2ccc(C=O)cc2OCC)nc2c1c(=O)n(C)c(=O)n2C	.	.	.	i	0.8	0%	.	0.5%	-3%	.	.
COc1cc(C(=O)Nc2scc(-c3ccc(C)cc3)c2C(=O)O)cc(OC)c1OC	.	.	.	i	0.9	0%	.	4.9%	-14%	.	.

New compounds follow:
SMILES	WT yeast gro inh	WT yeast gro inh mutant strain	XIAP antagonists	Myeloid diff MLP	Myeloid diff MLP GFP+ MAC1+ %	Siah-1 displacement	PMI inhibition	RSV antiviral HEp-2	PhoP inhibition	TNAP activators	human PMI inhibition
Cc1cc(-c2nn(-c3ccccc3F)cc2CNCCc2cnccn2)c(C)s1	2	9	-6.9%	i	0.2	-1%	-6%	1.0%	-2%	1.1	-2%
COc1ccc(CN2C(=O)COc3ccccc32)cc1	.	.	.	i	0.4	0%	.	4.1%	-4%	.	.
O=c1c2ccccc2ncn1-c1cccc(Br)c1	.	.	.	i	0.4	9%	.	0.7%	3%	.	.
Cc1c(C(=O)OC(C)C)sc2nc[nH]c(=O)c12	-8	-26	-5.9%	i	7.8	-2%	5%	0.6%	-11%	1.1	6%
CN(Cc1c(F)cccc1Cl)S(=O)(=O)c1cccs1	.	.	.	i	0.3	-1%	.	0.5%	-4%	.	.
Cc1csc(NC(=O)c2cccc(S(=O)(=O)N3CCN(C)CC3)c2)n1	-18	8	-10%	i	0.4	-1%	-3%	-0.3%	1%	1	-1%
CC(=O)NC(Cc1ccccc1)C(=O)N1CCN(C(=O)c2cccs2)CC1 (stereo unspecified)	-1	18	-5.0%	i	0.4	-1%	-2%	-0.8%	-10%	1.1	0%
COC(=O)c1ccc(/C(O)=C(\C#N)c2nc3ccccc3s2)cc1	4	10	-8.6%	i	7.6	4%	-5%	17%	-2%	1.1	-3%
COc1cc(CN2CCCC(C)C2)ccc1OCc1ccccc1 (stereo unspecified)	.	.	.	i	0.4	-2%	.	-0.8%	-5%	.	.
COc1cc(NC(=O)c2ccccc2)c(OC)cc1NC(=O)CN1CCN(c2ccccn2)CC1	15	-1	-0.4%	i	1.4	1%	27%	6.2%	-6%	1	16%
COc1ccc2c(c1)C1(Nc3ccccc3-c3nc4ccccc4n31)C(=O)N2 (stereo unspecified)	-1	-5	-8.2%	i	1.3	-2%	9%	0.5%	7%	1	4%
COC(=O)C1=C(C)NC(C)=C(C(=O)OC)C1c1ccc(-c2cccc(Cl)c2Cl)o1	34	-3	-2.7%	i	0.3	-1%	-4%	11%	10%	1.1	0%
COc1ccc(NCC(=O)n2c(C)c(C)c3ccccc32)cc1OC	.	.	.	i	0.7	0%	.	3.7%	2%	.	.
Cc1cc(NCC2CCCCC2)nc2ccccc12	.	.	.	+	2.9*	-2%	.	1.6%	-5%	.	.
O=C(NCc1ccc2c(c1)OCO2)C1CC(=O)N(CCc2ccc(F)cc2)C1 (stereo unspecified)	.	.	.	i	0.5	13%	.	0.8%	4%	.	.
CC(C)CC(=O)Nc1cc(C(F)(F)F)ccc1N1CCOCC1	-11	-16	-9.4%	i	0.0	-7%	1%	2.3%	-11%	1	6%
Cn1c(=O)[nH]c(=O)c2c1nc(N1CCCCCC1)n2CC(N)=O	-15	-3	-3.3%	i	1.2	-2%	0%	0.9%	3%	1.1	3%
NC(=O)CCn1c(C(=O)c2ccc(Cl)cc2)c2ccccc2[n+]1[O-]	.	.	.	i	0.6	-2%	.	0.8%	-6%	.	.
c1ccc(OCCCn2nnc(-c3cccnc3)n2)cc1	-9	6	-0.8%	i	6.7	7%	14%	1.7%	7%	1.1	14%
C=C1CCN(c2ccc(C(=O)NCc3ccc(C)cc3)cc2[N+](=O)[O-])CC1	.	.	.	i	0.7	1%	.	1.1%	-7%	.	.
CC1CCN(C(=O)CSc2nncn2-c2ccccn2)CC1	-6	-16	1.9%	i	0.5	3%	-1%	-0.1%	-6%	1.1	-4%
C=CCN1C(=O)CN=C1Nc1cccc(C)c1	5	8	2.6%	i	1.0	2%	-19%	0.7%	5%	1.2	-12%

From PubChem BioAssay
